From PubChem BioAssay
CHO-K1 Ca antag = nonselective inhibitor or artifact in parental CHO-K1 cells | ATP-induced calcium, Fluo-8 fluorescence | inhibition, % at 3 µM | hit rate 0.6% among 360,000 | AID 602250;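 active means inhibition above a per-plate cutoff, the plate's mean sample inhibition plus 3 SD, cut at about 24% in these data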;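 further: 0% = DMSO plus EC80 ATP and 100% = DMSO alone without ATP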
CHO parental Ca = counter-screen for OX1R antagonists: effect in parental CHO cells; parental CHO-K1, ATP-induced calcium, Fluo-8 fluorescence; AID 463079; hit rate 0.63% among 330,000; inhibition, % at 5.6 µM;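 active means inhibition above that plate's mean sample inhibition plus 3 SD, cut at about 26% in these data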;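 further: 0% = ATP-challenged DMSO wells and 100% = DMSO wells without ATP; some compounds past the cut are filed as inactive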
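material = parental CHO cells | also added = ATP as calcium-mobilizing challenge | dosing = single point at 5.6 µM | detection = intracellular calcium via Fluo-8 no-wash fluorescent dye | read-out = % inhibition | benchmarks = low control ATP plus DMSO, high control DMSO only | repeats = one well per compound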
TAAR1 antag = antagonists of human TAAR1 | Q96RJ0 | CHO RD-HGA16 TAAR1, Fluo-8 calcium fluorescence, antagonist | inhibition, % at 3 µM | hit rate 1.5% among 360,000;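 active means inhibition above a per-plate cutoff, the mean inhibition of test compounds on that plate plus 3 SD, cut at about 49% in these data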;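 further: 0% = DMSO plus EC80 beta-PEA response and 100% = DMSO alone without agonist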
Target sequence (Q96RJ0 whole entry, looked up): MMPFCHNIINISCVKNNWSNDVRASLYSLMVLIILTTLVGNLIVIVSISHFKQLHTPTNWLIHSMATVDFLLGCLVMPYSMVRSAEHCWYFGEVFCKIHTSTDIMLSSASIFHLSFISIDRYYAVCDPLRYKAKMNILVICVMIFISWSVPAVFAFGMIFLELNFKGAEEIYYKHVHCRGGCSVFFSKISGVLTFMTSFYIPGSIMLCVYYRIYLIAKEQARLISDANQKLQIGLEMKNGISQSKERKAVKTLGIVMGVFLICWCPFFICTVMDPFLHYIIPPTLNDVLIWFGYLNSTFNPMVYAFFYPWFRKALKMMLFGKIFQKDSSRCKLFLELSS
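Test system: RD-HGA16 CHO cells with stable hTAAR1 and Gα16 / Probe or stimulus: EC80 β-phenethylamine stimulus / Times: seeding 17-24 h prior, 75-min 37 °C, 30-min RT dye loading / Detection: Fluo-8 calcium-sensitive fluorescence / Read-out basis: % inhibition scaled between DMSO and EC80 PEA controls / Repeats: singlicate, one well per test compound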
GPR7 antagonist = antagonists of human GPR7 (neuropeptides B/W receptor 1) | hit rate 1.1% among 290,000 | inhibition, % at 4.4 µM | P48145 | GPR7-expressing cells, fluorescence antagonist assay | AID 1861; in the data active means inhibition above about 16%, passing the limit was not always enough;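 further: cells stimulated with the agonist NPW; 0% = agonist with vehicle and 100% = vehicle without agonist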
Target sequence (P48145 whole entry, looked up): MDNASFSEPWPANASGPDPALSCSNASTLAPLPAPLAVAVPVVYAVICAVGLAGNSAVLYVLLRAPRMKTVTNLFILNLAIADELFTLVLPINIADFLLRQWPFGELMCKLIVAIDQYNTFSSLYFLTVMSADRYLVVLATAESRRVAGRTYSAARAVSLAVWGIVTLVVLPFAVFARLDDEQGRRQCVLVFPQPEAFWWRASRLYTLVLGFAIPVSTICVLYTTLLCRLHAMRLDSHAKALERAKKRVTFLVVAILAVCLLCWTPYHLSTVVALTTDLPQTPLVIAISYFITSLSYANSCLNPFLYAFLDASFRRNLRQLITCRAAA
M1 PAM parental = counter-screen for M1 PAMs: effect in parental CHO-K1 cells; AID 602247; ATP EC20, Fluo-8 calcium fluorescence; 0% at ATP EC20, 100% at ATP max; hit rate 0.02% among 360,000; activation, % at 3 µM;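 active means activation above the run cutoff, the mean activation of all test compounds plus 3 SD, cut at about 40% in these data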;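 further: peak over basal fluorescence ratio in a 140 s read after ATP addition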
M1 ag parental = M1 agonist counterscreen hit in parental CHO-K1 cells; Fluo-8 calcium fluorescence; scaled to maximal ATP response, vehicle zero; activation, % at 3 µM; hit rate 0.48% among 360,000; in the data active means activation above about 15%;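 further: untransfected CHO-K1 host cells lacking M1 receptor as counterscreen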
V1R ag counter = activates human V1a receptor in oxytocin agonist counter-screen; activation, % at 3 µM; CHO-V1R cells, Fluo-8 calcium fluorescence, agonist mode; 0% DMSO, 100% 3 nM vasopressin; hit rate 0.25% among 320,000;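 active means activation above the mean activation of all tested compounds plus 3 SD, per screening run, cut at about 20% in these data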;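 further: signal is peak over basal fluorescence ratio across a 100 second FLIPR read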
OXTR ag = agonists of human oxytocin receptor; P30559; CHO-OTR cells, Fluo-8 calcium fluorescence; normalized: DMSO 0%, oxytocin 100%; activation, % at 3 µM; hit rate 0.32% among 320,000;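 active means activation above the mean of all tested compounds plus 3 SD, cutoff set per screening run, cut at about 20% in these data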;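 further: peak over basal fluorescence ratio from a 100 s FLIPR kinetic read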
Target sequence (P30559 whole entry, looked up): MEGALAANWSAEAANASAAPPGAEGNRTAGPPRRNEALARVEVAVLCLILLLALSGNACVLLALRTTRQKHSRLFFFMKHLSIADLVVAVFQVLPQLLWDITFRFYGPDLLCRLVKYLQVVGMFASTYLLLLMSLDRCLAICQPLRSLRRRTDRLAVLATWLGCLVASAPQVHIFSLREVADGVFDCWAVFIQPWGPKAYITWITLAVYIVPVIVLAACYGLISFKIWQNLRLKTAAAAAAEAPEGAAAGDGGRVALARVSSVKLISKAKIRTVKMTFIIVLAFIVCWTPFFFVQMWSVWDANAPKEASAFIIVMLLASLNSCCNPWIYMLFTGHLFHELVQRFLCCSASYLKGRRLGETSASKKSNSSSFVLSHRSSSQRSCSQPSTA
OXTR potentiator = human OXTR potentiation. P30559. CHO-OTR cells, Fluo-8 calcium fluorescence, potentiator mode; 0% = oxytocin EC15, 100% = EC100. activation, % at 3 µM. hit rate 0.061% among 320,000. AID 2445;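 active means activation above that plate's cutoff, the mean activation of tested compounds plus 3 SD, cut at about 6.6% in these data, passing the limit was not always enough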;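 further: 100% uses oxytocin at 75 nM as the full agonist control; some results filed as inactive read as strong as hits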
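System: human OTR in CHO cells / Also added: sub-maximal oxytocin, roughly EC15 / Control set: EC15 oxytocin low, 75 nM oxytocin high / Schedule: 6 min compound pre-incubation at room temperature, 100 s kinetic read / Compound: single-point 3.0 µM / Replication: singlicate / Technique: Fluo-8 calcium dye fluorescence / Read-out basis: % activation of max/min ratio relative to oxytocin controls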
* marks the source's active call; other numbers are inactive results; · = no result given.

SMILES	CHO-K1 Ca antag	CHO parental Ca	TAAR1 antag	GPR7 antagonist	M1 PAM parental	M1 ag parental	V1R ag counter	OXTR ag	OXTR potentiator
CN(C)c1cccc(CNC(=O)c2csc([C@@H]3O[C@H](CO)[C@@H](O)[C@H]3O)n2)c1	-6.7	·	-13.0	·	16.0	0.9	·	·	·
Cc1ccc2c(Cl)c(C)c(N3CCCC3)nc2n1	-2.3	-20.5	-1.9	-9.3	18.1	-0.5	-1.1	-2.6	10.3
Cc1ccc(OC(C)C)c(CN(CCO)CCO)c1	12.9	-12.5	-12.2	-20.3	-5.4	0.1	0.7	0.5	-0.5
Cc1ccc2c(c1)C=CC(C)N2C(=O)c1ccccc1 (stereo not drawn)	-12.8	-6.4	-3.4	-1.6	12.6	-0.1	-0.7	-0.8	-6.4
CCN(CCO)C(=O)CC(c1ccccc1)c1cc(Br)ccc1O (stereo not drawn)	-3.4	-7.9	-14.7	-10.5	3.2	0.1	0.9	-0.1	-13.4
CC1(C(=O)NS(=O)(=O)c2ccccc2)CCN1C(=O)CCc1ccc(Cl)cc1Cl (stereo not drawn)	-9.9	·	-20.2	·	14.4	-0.1	·	·	·
Cc1cnc(=O)[nH]c1SCc1cccc([N+](=O)[O-])c1	-17.5	-8.8	-8.5	2.3	10.7	2.3	2.1	-0.3	-3.8
COc1ccc(C(=O)N/C(=C\c2ccccc2)C(=O)Nc2ccc(C(=O)O)cc2)cc1	-0.9	·	-8.6	-5.5	-20.9	0.5	·	·	·
Cc1ccc(S(=O)(=O)Nc2ccc3c(c2)nc(CCN2CCCCC2)n3C)cc1	5.0	-13.9	-14.4	-7.4	-2.4	-0.3	-0.5	0.3	-4.3
C/C(=N\Nc1ccccc1)c1cccc(N)c1	0.5	·	-20.8	-14.2	-6.8	-0.7	·	·	·

Limited to OXTR potentiator and TAAR1 antag, for some of the entries so far:
compound	OXTR potentiator	TAAR1 antag
CC1(C(=O)NS(=O)(=O)c2ccccc2)CCN1C(=O)CCc1ccc(Cl)cc1Cl (stereo not drawn)	·	-20.2
Cc1cnc(=O)[nH]c1SCc1cccc([N+](=O)[O-])c1	-3.8	-8.5
COc1ccc(C(=O)N/C(=C\c2ccccc2)C(=O)Nc2ccc(C(=O)O)cc2)cc1	·	-8.6

Continued.
SMILES	CHO-K1 Ca antag	CHO parental Ca	TAAR1 antag	GPR7 antagonist	M1 PAM parental	M1 ag parental	V1R ag counter	OXTR ag	OXTR potentiator
O=C(c1ccccc1)N1N=C(c2ccccc2)CC1(O)C(F)(F)F (stereo not drawn)	-1.4	-14.2	-3.7	-12.4	-1.8	0.1	-0.3	-1.1	-2.2
Cc1ccc(NC(=O)CNC(=O)Cc2cccc3ccccc23)nc1	5.7	-14.6	-13.6	-6.7	-10.1	0.6	-0.5	-0.5	-0.8
COc1cccc2sc(NNC(=O)c3nc4ccccc4s3)nc12	-2.5	-0.6	-30.3	-15.3	13.9	0.9	0.3	-1.3	-10.3
CCNc1nc2c(cnn2C)c(=O)[nH]1	-2.6	·	-27.0	·	2.5	0.0	·	·	·
Cc1sc2ncn(Cc3ccccc3F)c(=O)c2c1C	-3.1	-14.6	-10.2	-2.6	23.5	6.8	-0.7	-1.7	10.2
COc1ccc(CC(=O)NCC(=O)NC(Cc2ccccc2)C(=O)O)cc1 (stereo not drawn)	-11.5	-6.8	2.4	-17.3	-14.2	0.2	0.7	0.3	-3.4
Cc1cccc(NC(=O)c2ccc3ccccc3n2)n1	-2.6	-12.4	3.7	-12.2	12.2	0.3	-0.8	-2.1	-7.9
CC(=O)NC1C(=O)N=C(SCC(=O)NC(C)c2ccccc2)NC1=O (stereo not drawn)	-18.0	3.1	-19.6	-13.4	17.4	0.7	0.0	-0.6	-4.7
Cc1cc(C)c2nc(C(F)(F)F)nc(NCCCN3CCCC3=O)c2c1	-1.4	-15.0	-5.3	5.6	14.1	0.9	0.7	0.4	-23.0
O=C(c1cc(S(=O)(=O)N2CCOCC2)ccc1F)N1CCCc2ccccc21	1.8	-34.4	6.1	-3.9	1.5	0.8	2.6	1.7	-9.8
Cc1cc2c(cc1C)CSC(c1c(O)ccc3ccccc13)SC2	-11.6	3.4	39.0	-19.9	14.3	0.6	0.3	-0.4	-20.7
NC(c1csc(Nc2ccc(C(=O)c3ccccc3)cc2)n1)C1CCCCC1 (stereo not drawn)	8.6	·	41.4	·	7.7	2.5	·	·	·
O=c1[nH]c(CS(=O)(=O)c2ccccc2)nc2ccccc12	-13.0	-2.2	-7.4	-13.2	14.7	0.4	-0.5	-0.1	-9.6
COc1ccc(CCN=C(N)NS(=O)(=O)c2ccc(F)cc2)cc1	7.2	8.4	-30.1	-14.2	-6.6	2.3	5.4	2.3	-5.7
CC(Sc1nnnn1-c1ccccc1)C(=O)Nc1ccc(N2CCN(C)CC2)cc1 (stereo not drawn)	-5.5	-17.0	-3.7	-8.9	6.3	1.1	1.1	4.0	-7.0
O=C(Cn1nc(Cc2cccnc2)c2ccccc2c1=O)Nc1ccc2c(c1)OCO2	-3.1	-8.7	-20.4	-5.2	8.2	-0.2	-0.7	-1.1	-4.8
COc1ccc(N(C(=O)CNC(=O)c2ccco2)C(C(=O)NCC2CCCO2)c2ccccc2)cc1 (stereo not drawn)	11.8	-17.3	2.9	-11.5	9.3	2.4	-0.7	-1.9	-6.6
CCN/N=C(\Cc1nc2ccccc2[nH]1)c1ccccc1	-13.3	-25.1	-0.8	-11.3	8.0	0.3	0.7	-0.4	-6.2
CCOC(=O)C1C(=O)NC(N2CCCCC2)=NC1c1ccco1 (stereo not drawn)	11.9	-4.0	-9.0	1.6	-0.2	-0.3	0.2	0.0	-14.5
Oc1ccc(Br)cc1/C=N/n1c(-c2ccccc2)n[nH]c1=S	8.1	1.1	0.5	-5.7	-20.6	0.1	-1.1	2.5	-17.2
O=C(Nc1nnc(SCC(=O)N2CCCc3ccccc32)s1)c1ccc2ccccc2c1	6.8	-19.1	23.2	-0.3	14.9	5.6	2.0	0.0	-3.1
N#Cc1c(C(F)(F)F)cc(-c2ccc(F)cc2)[nH]c1=O	3.8	-12.2	5.6	-2.6	-3.3	0.8	2.4	1.1	1.4
CCNC(=S)N1CCN=C1Nc1nc(C)cc(C)n1	-7.2	3.5	-0.1	-3.5	11.4	0.5	0.0	-1.3	-5.6
O=S(=O)(Nc1ccccn1)c1cccs1	-14.5	-3.6	-6.3	1.4	17.2	0.6	0.9	0.4	1.1
CCOC(=O)N1CCN(c2ccc(S(=O)(=O)N3CCOCC3)cc2[N+](=O)[O-])CC1	-0.3	-1.1	-2.5	·	21.2	1.5	0.5	0.6	1.1
O=C(c1ccccc1-c1nc2ccccc2[nH]1)N1CCOCC1	17.9	-11.1	-10.6	-2.6	-8.0	-0.3	2.0	1.0	-6.5
CC(C)c1ccccc1OCCCCCN1CCOCC1	-0.4	-22.0	-15.7	·	3.2	0.7	-1.4	-1.0	1.6
CN(C)C(=O)CN1C(=O)NC2(CCc3ccccc32)C1=O (stereo not drawn)	9.6	0.5	-0.6	12.6	-18.7	-0.3	0.5	0.3	-0.2
N#Cc1ccsc1NC(=O)c1cccc(-n2cnnn2)c1	-5.5	-2.5	-2.0	11.9	9.1	5.6	6.8	5.8	-10.8
CS(=O)(=O)NCCSCc1ccc(Cl)cc1	-6.5	-11.6	-2.0	-1.6	-0.3	0.2	1.0	-0.1	-7.4

Four consecutive compounds already listed, for reference:
SMILES	CHO-K1 Ca antag	CHO parental Ca	TAAR1 antag	GPR7 antagonist	M1 PAM parental	M1 ag parental	V1R ag counter	OXTR ag	OXTR potentiator
CC(C)c1ccccc1OCCCCCN1CCOCC1	-0.4	-22.0	-15.7	·	3.2	0.7	-1.4	-1.0	1.6
CN(C)C(=O)CN1C(=O)NC2(CCc3ccccc32)C1=O (stereo not drawn)	9.6	0.5	-0.6	12.6	-18.7	-0.3	0.5	0.3	-0.2
N#Cc1ccsc1NC(=O)c1cccc(-n2cnnn2)c1	-5.5	-2.5	-2.0	11.9	9.1	5.6	6.8	5.8	-10.8
CS(=O)(=O)NCCSCc1ccc(Cl)cc1	-6.5	-11.6	-2.0	-1.6	-0.3	0.2	1.0	-0.1	-7.4

Carrying on.
SMILES	CHO-K1 Ca antag	CHO parental Ca	TAAR1 antag	GPR7 antagonist	M1 PAM parental	M1 ag parental	V1R ag counter	OXTR ag	OXTR potentiator
COc1ccc2c(c1)C=C(CN1CCN(C(C)C)C(CCO)C1)CO2 (stereo not drawn)	·	-12.8	-20.1	-9.0	·	·	-0.3	1.9	-1.6
O=C(NCc1ccon1)C1CCC(=O)N(CCc2cccc(F)c2)C1 (stereo not drawn)	8.1	·	-1.0	-15.0	14.7	-0.1	·	·	·
CN(C)S(=O)(=O)c1ccc(N2CCCC2)c(C(=O)Nc2cccc(F)c2)c1	-4.0	-11.3	·	17.0	9.9	0.5	0.6	-0.3	-7.9
C1CCC(Nc2nnnn2C2CCCCC2)CC1	0.4	-10.9	-8.2	-9.7	-0.6	0.2	0.0	0.2	-0.5
COc1ccc(C(=O)Nc2cc3c(cc2N2CCOCC2)n(C)c(=O)n3C)cc1OC	-6.9	-1.6	·	-1.5	2.0	0.8	0.3	-0.3	-11.0
CCOc1ccc(NC(=S)N2CCN(CCN3C(=O)c4cccc5cccc(c45)C3=O)CC2)cc1	-4.8	-19.1	1.9	4.2	19.8	-0.1	-1.8	-0.6	0.7
CC(C)(C)Cc1nnc(NS(=O)(=O)Cc2ccccc2)s1	-11.1	-5.6	-5.7	-9.0	19.1	0.4	2.7	0.8	1.0
O=C(c1ccccc1-c1nc(-c2ccc(Cl)cc2)no1)N1CCCC1	-26.1	-10.1	14.9	0.4	9.0	4.5	-0.3	-1.5	-10.0
O=C(NCCN1CCOCC1)c1ccc2c(c1)N(Cc1cccc(Cl)c1)C(=O)c1ccccc1S2(=O)=O	-7.8	·	-0.5	·	13.7	1.5	·	·	·
COCCNC(=S)N(CCc1c(C)[nH]c2ccc(Cl)cc12)Cc1cccnc1	0.6	-24.3	7.8	19.1	10.9	7.5	6.1	0.8	-9.3
COC1CCN(C(=O)CC2C(=O)NCCN2CC2CCCCC2)CC1 (stereo not drawn)	-9.7	-12.1	-6.7	-15.2	27.7	0.9	0.1	0.1	-10.4
CN(Cc1cccs1)C(=O)CCNS(=O)(=O)c1ccc(Br)cc1	-4.3	-6.6	-9.5	·	9.7	1.1	0.9	0.3	-7.3
